High-throughput results deposited in PubChem BioAssay by National Center for Advancing Translational Sciences (NCATS).
RECQ1 helicase = qHTS Assay for Inhibitors of RecQ-Like Dna Helicase 1 (RECQ1) | Potency, µM (top dose mostly 57.3 µM), without a hit: at the highest dose activity, negative = inhibition, hits mostly inhibitors | actives 0.54% (n = 240,000) | ATP-dependent DNA helicase Q1 (Homo sapiens), P46063 | RECQ1 DNA unwinding, red fluorescence kinetic read;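 further: plate controls were vehicle for no effect and no enzyme for full effect; nearly all actives have a fitted effect of over 30% in size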
Target sequence (P46063 whole entry, looked up): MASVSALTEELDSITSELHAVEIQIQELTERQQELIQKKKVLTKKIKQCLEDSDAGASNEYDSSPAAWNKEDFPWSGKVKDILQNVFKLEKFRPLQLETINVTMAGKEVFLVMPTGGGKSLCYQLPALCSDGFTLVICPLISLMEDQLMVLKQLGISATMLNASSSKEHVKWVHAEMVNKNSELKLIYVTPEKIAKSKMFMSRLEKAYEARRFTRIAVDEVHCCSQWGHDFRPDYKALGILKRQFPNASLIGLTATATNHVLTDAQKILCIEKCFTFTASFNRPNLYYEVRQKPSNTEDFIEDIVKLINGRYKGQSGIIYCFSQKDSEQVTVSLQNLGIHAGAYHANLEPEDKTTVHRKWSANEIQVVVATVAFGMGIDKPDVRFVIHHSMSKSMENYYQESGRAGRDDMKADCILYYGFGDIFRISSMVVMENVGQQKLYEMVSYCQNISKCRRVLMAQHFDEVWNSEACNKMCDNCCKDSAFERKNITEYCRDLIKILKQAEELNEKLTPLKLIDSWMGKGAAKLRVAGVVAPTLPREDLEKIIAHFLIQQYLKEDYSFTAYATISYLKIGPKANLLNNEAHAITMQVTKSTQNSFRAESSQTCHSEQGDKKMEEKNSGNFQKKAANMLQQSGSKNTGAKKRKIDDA
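50 nM RECQ1T1 preincubated 15 min with compound in Tris pH 8.0 buffer with MgCl2, DTT, Tween-20 and 2.5 ug/ml poly(dI-dC); started with 200 nM TAMRA/BHQ-2 forked duplex and 2 mM ATP. Unwinding read as fluorescence (525/598 nm), two reads 2 h apart.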
TR SRC2 fluor cs = Total Fluorescence Counterscreen for Inhibitors of the Interaction of Thyroid Hormone Receptor and Steroid Receptor Coregulator 2 | TRb/SRC2 Texas Red total fluorescence interference | Potency, µM (series often up to 106 µM), for the others: at the highest dose fluorescence change, negative = quenching | actives 0.29% (n = 280,000); active means well fitted curve in either direction with a large enough effect; inconclusive means small, poorly fitted or top-dose-only effect
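Human TRβ ligand-binding domain (0.6 uM) and Texas Red SRC2 peptide (20 nM) in Tris buffer with 1 uM T3 and 5% DMSO were incubated with pinned compound for 5 hr at ambient temperature. Total fluorescence was computed as S + 2P (555/632 nm).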
Tau FP inhib = qHTS for Inhibitors of Tau Fibril Formation, Fluorescence Polarization. Microtubule-associated protein tau (Homo sapiens), P10636. K18 P301L tau heparin fibrillization, Alexa594 FP, 6 h. Potency, µM (highest dose often 57.7 µM), without a hit: top-dose activity, negative = inhibition, usual class: inhibitors. actives 0.39% (n = 280,000). AID 1468, 2008; further: nearly all actives have a fitted effect of over 55% in size
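FP of Alexa 594-tau after heparin (20 uM) induction. Substrate: human K18 P301L, 15 uM unlabeled, 0.24 uM labeled. Buffer 100 mM sodium acetate pH 7. 6 hr, 37 C.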
TRb-SRC2 inh = qHTS for Inhibitors of the Interaction of Thyroid Hormone Receptor and Steroid Receptor Coregulator 2; TRbeta-SRC2 peptide binding, fluorescence polarization; receptor liganded with 1 µM T3; Potency, µM (doses to about 106 µM), for the others: top-dose activity change, negative = inhibition, hits mostly inhibitors; actives 0.065% (n = 280,000); AID 1469, 2008;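 further: plate controls were bound peptide for no effect and peptide without receptor for full effect; nearly all actives have a fitted effect of over 50% in size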
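Human TRb LBD (0.6 uM) plus Texas Red-labeled SRC2 peptide (20 nM), 1uM T3, 5% DMSO, 5 hr at ambient temperature. Decreased polarization (555/632 nm) flags inhibition; data normalized to free and bound peptide controls.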
L3MBTL1 block = qHTS Assay for the Inhibitors of L3MBTL1; Lethal(3)malignant brain tumor-like protein 1 (Homo sapiens), Q9Y468; AID 485360, 2010; Potency, µM (series often up to 57.1 µM), inactives show at the top dose activity, negative = inhibition, most hits filed as inhibitors; actives 0.66% (n = 230,000); AlphaScreen L3MBTL1–H3K9me1 peptide binding; further: nearly all actives have a fitted effect of over 60% in size
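AlphaScreen proximity signal between nickel-chelate acceptor and streptavidin donor beads (final 10 ug/mL) reports binding of 50 nM L3MBTL1 to 75 nM biotin-H3 K9me1 peptide; complex incubated with compounds 30 min at room temperature; cefsulodin titration as control.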
Tau fibril ThT = qHTS for Inhibitors of Tau Fibril Formation, Thioflavin T Binding; Microtubule-associated protein tau (Homo sapiens), P10636; recombinant tau K18 P301L (four-repeat tau fragment), heparin-induced fibrillization, ThT fluorescence; Potency, µM (doses to about 57.4 µM), for inactives: at the top dose activity, negative = inhibition, usual class: inhibitors; actives 2.1% (n = 270,000); further: nearly all actives have a fitted effect of over 55% in size
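K18 P301L tau (15 uM + 0.24 uM Alexa 594-tagged), heparin 20 uM, NaOAc pH 7, 6 h 37 C; ThT 30 uM, 1 h RT, ex 450/em 510 nm.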
KDM4E inh = qHTS Assay for Inhibitors of Human Jumonji Domain Containing 2E (JMJD2E) | Lysine-specific demethylase 4E (Homo sapiens), B2RXH2 | JMJD2E catalytic domain, FDH-coupled NADH fluorescence (FDH is formaldehyde dehydrogenase) | Potency, µM (titrated, usually from 57.1 µM), inactives show at the top dose activity change, negative = inhibition, most hits filed as inhibitors | actives 1.6% (n = 230,000) | AID 2147, 2009; active means well fitted inhibition curve with a large enough effect, not every such curve was filed as active; inconclusive means small, poorly fitted or top-dose-only effect, or another doubt; inactive means no such curve, though single readings can be large or run the other way;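 further: 0% = wells with enzyme and -100% = buffer wells without enzyme; nearly all actives have a fitted effect of over 50% in size; many of its hits are not listed in these tables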
RGS12 GoLoco inh = qHTS Assay for Inhibitors of RGS12 GoLoco Motif Activity (Red Fluorophore); Guanine nucleotide-binding protein G(i) subunit alpha-1 (Homo sapiens), P63096; Gai1:RGS12 GoLoco peptide FP, rhodamine, 10 min; Potency, µM (highest dose often 61.6 µM), without a hit: top-dose activity, negative = inhibition, usual class: inhibitors; actives 0.44% (n = 230,000); active means well fitted inhibition curve with a large enough effect, not every such curve was filed as active; inactive means no such curve, though single readings can be large or run the other way; further: nearly all actives have a fitted effect of over 30% in size; many of its hits are not listed in these tables
Target sequence (P63096 whole entry, looked up): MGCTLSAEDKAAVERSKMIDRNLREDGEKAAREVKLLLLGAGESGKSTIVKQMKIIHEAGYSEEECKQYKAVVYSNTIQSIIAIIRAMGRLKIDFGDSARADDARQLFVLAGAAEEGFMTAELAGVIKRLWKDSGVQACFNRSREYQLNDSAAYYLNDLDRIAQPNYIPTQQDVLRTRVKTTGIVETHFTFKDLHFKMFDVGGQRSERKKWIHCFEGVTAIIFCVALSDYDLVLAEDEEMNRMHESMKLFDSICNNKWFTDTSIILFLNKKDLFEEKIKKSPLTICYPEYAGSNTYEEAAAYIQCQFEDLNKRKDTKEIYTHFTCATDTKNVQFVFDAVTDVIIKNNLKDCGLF
* = called active by the depositor; i = inactive; u = inconclusive; x = not tested or not shown; [ ] = remark or other dose. Unless noted, the call rests on the fitted dose curve; in most records, active means well fitted curve in the direction sought with a large enough effect; inconclusive means small, poorly fitted or top-dose-only effect, or another doubt; inactive means no such curve, though single readings can be large; an effect the other way counts as inactive or inconclusive. Unless noted, on the % scale 0 is the no-effect control and ±100 the full control effect; potency means the concentration at half of the fitted maximal effect. A portion of the library. The share of hits here may be higher or lower than overall.

SMILES | RECQ1 helicase | TR SRC2 fluor cs | Tau FP inhib | TRb-SRC2 inh | L3MBTL1 block | Tau fibril ThT | KDM4E inh | RGS12 GoLoco inh
COc1ccccc1Nc1nc2ccccc2n1C | 6% | -6% | -6% | -5% | 20% | -16% | 5% | 5%
O=C(COC(=O)c1c[nH]c(=O)[nH]c1=O)Nc1ccccc1F | 0% | -2% | 3% | -3% | 13% | 3% | -22% | -15%
C#CCCCO/N=C1/C[C@@H](O)[C@@H](O)[C@@H]2[C@@H]3C(=O)N(Cc4ccc5c(c4)OCO5)C(=O)[C@H]3CC[C@H]12 | i[11.5 µM] | -22%[11.2 µM] | 0%[11.6 µM] | 6%[11.2 µM] | x | -5%[11.5 µM] | x | x
Cn1nnnc1Sc1c(Cl)cccc1[N+](=O)[O-] | -8% | -1% | -4% | 5% | 4% | 1% | 5% | 17%
Cc1nonc1C(=O)N/N=C/c1ccc(O)cc1 | -6% | 0% | 8% | -3% | 3% | -13% | 0% | -4%
Cc1ccc(C(=O)O)cc1NC(=S)NC(=O)c1ccc([N+](=O)[O-])c(C)c1 | i | 1% | u | -5% | 6% | u | -19% | -4%
CCOC(=O)Cc1[nH]nc2c1C(c1cc(OC)ccc1OC)C(C#N)=C(N)O2 (stereo unspecified) | -2% | -3% | 0% | -8% | -21% | u | -8% | 12%
COC(=O)C(C(=O)OC)C(C[N+](=O)[O-])c1ccc(O)c(OC)c1 (stereo unspecified) | -9% | -3% | -15% | -1% | 9% | -9% | -4% | -1%
COc1ccc(Cn2c(SCC#N)nc3ccc(N4CCOCC4)cc3c2=O)cc1 | -19% | -1% | 7% | -2% | x | u | u | -3%
CN(CCCNC(=O)c1cc2c(=O)n(C)c3ccccc3c2s1)Cc1ccccc1 | x | 0% | -4% | 5% | x | -13% | x | x
COc1ccc(-c2cc(C(=O)N3CCN(c4ccccc4)CC3)c3ccccc3n2)cc1OC | -7% | -1% | 15% | -2% | x | -18% | u | 12%
CCn1c(CNc2ccc(F)cc2)nnc1SCC#N | i | -2% | -3% | 0% | 7% | -5% | -11% | 9%
CCSc1nnc(NC(=O)COc2ccc(Cl)cc2)s1 | -11% | 0% | 1% | 3% | -7% | u | 3% | -6%
COc1ccc(Cn2c(C(=O)O)c(CNCc3ccc(C)o3)c3ccc(C)cc32)cc1 | x | -1% | 4% | -4% | x | 1% | x | x
Cc1cc(C)cc(OCC(=O)N/N=C\c2cn(C)nc2C)c1 | 4% | -1% | 5% | 4% | -2% | -3% | 0% | -1%
CCC(C(=O)N1CCN(c2ccc(OC)cc2)CC1)n1nc(C)n2c(cc3occc32)c1=O (stereo unspecified) | x | -4% | -2% | 8% | x | -12% | x | x
CCOC(=O)C1CCCN(c2c(Nc3ccc(OCC)cc3)c(=O)c2=O)C1 (stereo unspecified) | -3% | 0% | 3% | -2% | x | -10% | -2% | -3%
O=C(CSc1nc(-c2ccccc2Cl)ns1)NCc1ccco1 | -5% | -8% | 0% | -1% | -4% | -16% | 1% | 6%
COc1cc(NC(=O)CCc2c(C)nc3nc(C)nn3c2C)cc(OC)c1 | 2% | 2% | -3% | -3% | x | -6% | 0% | 3%
O=C(Nc1ccc(NC(=O)C2CC2)nc1)c1cccs1 | -1% | 2% | 3% | -1% | 6% | 9% | 1% | -11%
CN=C(Nc1cc(C)nn1-c1ccccc1)c1ccccc1 | 1% | 2% | 6% | 1% | -1% | -9% | 2% | -2%
Fc1ccc(-n2ncc3c(N4CCCCCC4)ncnc32)cc1 | x | -1% | -2% | -2% | x | -5% | x | x
C=CCNc1cc(C)oc(=O)c1C(=O)CCC | -3% | 0% | -4% | -20% | x | -7% | 6% | -15%
O=C(Cc1ccc(Cl)cc1)NNC(=O)Nc1cccc2ccccc12 | 7% | -2% | 1% | -4% | -5% | -4% | u | -3%
CC(C)(C)C(=O)Nc1ccc(C(=O)NCc2cccnc2)cc1 | 0% | -2% | -7% | -10% | x | -1% | 2% | -4%
Cc1ccccc1OCc1nnc(SCc2cc(=O)c3ccccc3[nH]2)n1C | x | 0% | -7% | -11% | x | 1% | x | x
CCN(CC)C1=N/C(=C\c2ccc(OC)cc2)C(=O)N1c1ccccc1 | i | -1% | -2% | 7% | 38%[activator] | u | u | -1%
COc1ccc(CCNC(=O)CN(C)S(=O)(=O)c2ccc(Br)s2)cc1OC | 4% | 1% | 4% | -5% | 7% | 0% | 2% | 8%
CC(NC(=O)c1ccc2c(c1)N(Cc1ccc(Cl)cc1)C(=O)c1ccccc1S2(=O)=O)c1ccccc1 (stereo unspecified) | x | -4% | u | 5% | x | 8% | x | x
COc1ccc(CNC(=O)C(=O)NCC(c2cccnc2)N2CCN(c3ccccc3F)CC2)cc1 (stereo unspecified) | x | 6% | -3% | 0% | x | -6% | x | x
Cc1nnc(SCCN2C(=O)c3ccccc3C2=O)[nH]c1=O | i | -1% | -9% | -6% | 11%[11.4 µM] | -9% | -3% | 4%
Cc1ccc2cc(CN(Cc3ccco3)C(=O)NCc3ccccc3)c(=O)[nH]c2c1C | -8% | -2% | -6% | 0% | x | -7% | u | 1%
CCn1nc(C)cc1C(=O)Sc1cccc(Br)c1 | 17% | 0% | 5% | -2% | -5% | u | -2% | 2%
Cc1cc(N(C)/N=C/c2ccccc2O)nc(-c2ccccc2O)n1 | -5% | 0% | 0% | 3% | -3% | -4% | 10% | -6%
O=C(Cc1cccs1)N(CC1CCCO1)C1(C(=O)NC2CCCC2)CCCCC1 (stereo unspecified) | -10% | -1% | 2% | -4% | x | -4% | 2% | 14%
Cn1ccnc1SCC(=O)c1ccc([N+](=O)[O-])cc1 | i | 1% | 0% | -6% | -12% | u | -8% | 7%
COc1ccc(NC(=O)CSc2ccc3ccccc3c2)cc1S(=O)(=O)N1CCCCC1 | -8% | 21% | -14% | 23% | -7% | -1% | -17% | 71%[activator]
Cc1cc(C(F)F)n2nc(C(=O)O)nc2n1 | -1% | 2% | 3% | -4% | 6% | 7% | -3% | 4%
CN(C)CCOCCOc1ccc(Cl)cc1C(C)(C)C | i | 1% | 3% | 1% | 0% | -6% | u | -3%
CC(C)=CCN1CCC2(CCc3ccccc32)CC1 | -1% | -1% | -1% | 2% | x | -1% | x | 7%
NC(=O)c1ccc(C(F)(F)F)n(Cc2ccccc2Cl)c1=O | -15% | 0% | 1% | -3% | 9% | -13% | 7% | 8%
CCc1nnc(NC(=O)CN2CCN(c3cccc(OC)c3)CC2)s1 | i | 1% | 4% | -22% | -6% | -16% | -4% | 5%
C=C(C)CSc1nc2ccccc2c(=O)n1-c1c(C)n(C)n(-c2ccccc2)c1=O | -6% | -1% | -3% | -8% | -2% | 1% | 0% | -1%
C=C(C)COc1ccc(-c2[nH]ncc2-c2ccccc2OC)c(O)c1 | -8% | -5% | -5% | -3% | -9% | u | -9% | 9%
COc1ccc(NC(=O)c2ccccc2[N+](=O)[O-])cc1 | -9% | 1% | -2% | -4% | 4% | -4% | 10% | -3%
CNC(=S)N/N=C(\C)c1cccc(C(F)(F)F)c1 | -2% | -1% | 13% | -1% | -16% | 4% | 10% | 7%
O=C(NCc1cccc(Br)c1)c1cnn(-c2ccc(F)cc2)c1-n1cccc1 | x | 1% | -2% | 8% | x | -8% | x | x
Cc1ccc(NC(=O)c2cc(C)n(-c3ccccc3)c2C)cc1 | -10% | -2% | -8% | 6% | -12% | u | 4% | -4%
COc1ccc(NC(=O)CSc2nnc(N)n2CC(=O)Nc2ccc(OC)cc2)cc1 | i | -1% | -6% | 8% | x | -9% | 1% | -6%
O=C(c1coc2ccccc2c1=O)N1CCN(c2cccc(C(F)(F)F)c2)CC1 | -19% | 0% | 9% | 5% | -4% | -12% | 1% | -6%

Single records, from the list above:
COc1ccc(NC(=O)c2ccccc2[N+](=O)[O-])cc1 as listed: RECQ1 helicase: -9%; TR SRC2 fluor cs: 1%; Tau FP inhib: -2%; TRb-SRC2 inh: -4%; L3MBTL1 block: 4%; Tau fibril ThT: -4%; KDM4E inh: 10%; RGS12 GoLoco inh: -3%
CCc1nnc(NC(=O)CN2CCN(c3cccc(OC)c3)CC2)s1 as listed: RECQ1 helicase: i; TR SRC2 fluor cs: 1%; Tau FP inhib: 4%; TRb-SRC2 inh: -22%; L3MBTL1 block: -6%; Tau fibril ThT: -16%; KDM4E inh: -4%; RGS12 GoLoco inh: 5%

(further entries)
SMILES | RECQ1 helicase | TR SRC2 fluor cs | Tau FP inhib | TRb-SRC2 inh | L3MBTL1 block | Tau fibril ThT | KDM4E inh | RGS12 GoLoco inh
COc1cccc(CS(=O)(=O)c2ccccc2)c1 | -3% | 0% | -6% | 6% | x | 5% | 11% | 0%
CCCN(CCC)S(=O)(=O)c1ccc(C(=O)NNC(=O)c2cc(OC)c(OC)c(OC)c2)cc1 | i | -2% | 4% | -9% | -4% | 3% | u | -4%
CCOC(=O)CNC(=S)N(Cc1ccccc1)Cc1cccnc1 | -3% | -2% | 8% | -7% | x | -10% | -6% | 2%
O=C(c1ccccc1)C1CCN(CC(=O)N2CCN(c3ccccc3)CC2)CC1 | 17% | -2% | 10% | 0% | -3% | -14% | -11% | 3%
COC(=O)c1nnn(-c2nonc2N)c1CSc1ccccn1 | -2% | -2% | 10% | 0% | -3% | 0% | -2% | -1%
OCCN(CCO)CC(O)CN(c1ccccc1)c1ccccc1 (stereo unspecified) | -8% | -3% | 6% | -6% | -10% | -4% | u | 9%
CCCC(NC(=O)c1ccco1)c1nc2ccccc2[nH]1 (stereo unspecified) | 1% | 3% | 10% | -4% | 3% | 2% | 0% | 5%
